MrgX1 ag – activates human MrgX1 receptor signaling | MrgX1-HEK293 cells, Fluo-4 calcium fluorescence, agonist mode; stronger effect = higher value | actives 0.44% (n = 310,000) | Q96LB2 | B-score at 10 µM;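 active = calcium response B-score plate-corrected fluorescence ratio at least 3 library SD, with starting fluorescence B-score inside 5 SD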
Target sequence (Q96LB2 whole entry, looked up): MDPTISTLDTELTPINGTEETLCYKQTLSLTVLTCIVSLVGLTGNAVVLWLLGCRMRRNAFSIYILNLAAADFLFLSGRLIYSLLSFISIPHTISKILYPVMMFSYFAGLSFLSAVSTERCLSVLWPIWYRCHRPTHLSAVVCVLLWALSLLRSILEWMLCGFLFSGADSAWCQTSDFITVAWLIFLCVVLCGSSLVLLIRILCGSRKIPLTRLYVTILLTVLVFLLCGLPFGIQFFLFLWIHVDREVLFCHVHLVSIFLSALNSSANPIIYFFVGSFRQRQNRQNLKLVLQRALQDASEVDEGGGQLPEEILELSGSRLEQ
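Material – MrgX1-expressing HEK293 cells · Input – 15,000 cells seeded per well · Dosing – compound as first of three additions · Times – overnight seeding, then 1 h dark dye loading · Measured by – kinetic Fluo-4 NW fluorescence of intracellular calcium · Read-out – B-scored fluorescence response ratio · Benchmarks – positive and negative control wells on each plate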
hERG protect – hERG (human) protection from proarrhythmic block; actives 0.51% (n = 310,000); CHO-hERG, FluxOR thallium flux, dofetilide IC70 present; activation (rescue from dofetilide block), less the hit threshold, % at 10 µM;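 active = activation above the mean of controls blocked by dofetilide plus 5 SD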;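 note: thallium influx through hERG after potassium depolarization seen as dye fluorescence rise; in these data hits start at about 4.7%; inactives centre near -7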
KCNQ1 act – potentiators or activators of human KCNQ1 potassium channel. CHO-K1 KCNQ1, thallium flux FluxOR fluorescence; stronger effect = higher value. B-score at 10 µM. actives 0.35% (n = 310,000). AID 2648;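 active = fluorescence ratio B-score, a plate-corrected score, at least three library SD, with initial intensity B-score within 5 SD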
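Assay system: stable KCNQ1 CHO-K1 line; medium: assay buffer, equal DMSO in all wells; timing: 90 min dye loading and 20 min compound exposure, both at room temperature; technique: kinetic FluxOR thallium fluorescence, 10-s 1-Hz baseline, 110-s post-stimulus read; read-out basis: B score of baseline-normalized fluorescence ratio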
MrgX1 PAM – human MrgX1 positive allosteric modulation, primary screen. actives 0.63% (n = 310,000). B-score at 10 µM. AID 588675. MrgX1-HEK293, Fluo-4 calcium flux, FDSS; stronger effect = higher value;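 active = plate-corrected calcium response at least 3 library SD above typical, normal starting fluorescence, not activating the receptor alone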;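 note: compound read alongside a low EC10 to EC30 dose of BAM8-22 agonist; peak minus trough fluorescence over baseline measured at the second addition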
RGS4 block – human RGS4 inhibition | HEK293 M3R/RGS4 inducible, Fluo-4 calcium flux; stronger effect = higher value; triggered by carbachol at its EC20 | B-score at 10 µM | actives 0.45% (n = 310,000) | AID 463165;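 active = B-score, a plate-corrected calcium signal, over three deviations above library mean, with baseline fluorescence within five deviations of library mean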;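 note: RGS4 expression induced by doxycycline in cells with stable M3 receptor; B-score is computed from the integrated fluorescence ratio over baseline after carbachol; higher B-score means a larger calcium signal and so more RGS4 inhibition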
TMEM16A inh – blocks the mouse calcium-activated chloride channel TMEM16A | HEK293 TMEM16A/YFP iodide influx fluorescence, ionomycin | actives 1.2% (n = 310,000) | Q8BHY3 | AID 588511 | normalized B-score (activity score, 25-100; higher = stronger inhibition) at 10 µM;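 active = ratio plate-corrected score three or more library SD toward inhibition, starting fluorescence score within five deviations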;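 note: score derived from kinetic fluorescence span divided by baseline fluorescence per well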
KCNK9 inh – inhibitors of human KCNK9 two-pore domain potassium channel. Q9NPC2. HEK293 KCNK9, FluxOR thallium flux fluorescence; stronger effect = lower value. B-score at 10 µM. actives 1.2% (n = 310,000). AID 488922;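 active = ratio B-score over 3 SD below the library mean, with starting fluorescence within 5 SD of its mean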;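 note: negative B-score means less thallium flux so channel inhibition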
Target sequence (Q9NPC2 whole entry, looked up, the tested form may be a part): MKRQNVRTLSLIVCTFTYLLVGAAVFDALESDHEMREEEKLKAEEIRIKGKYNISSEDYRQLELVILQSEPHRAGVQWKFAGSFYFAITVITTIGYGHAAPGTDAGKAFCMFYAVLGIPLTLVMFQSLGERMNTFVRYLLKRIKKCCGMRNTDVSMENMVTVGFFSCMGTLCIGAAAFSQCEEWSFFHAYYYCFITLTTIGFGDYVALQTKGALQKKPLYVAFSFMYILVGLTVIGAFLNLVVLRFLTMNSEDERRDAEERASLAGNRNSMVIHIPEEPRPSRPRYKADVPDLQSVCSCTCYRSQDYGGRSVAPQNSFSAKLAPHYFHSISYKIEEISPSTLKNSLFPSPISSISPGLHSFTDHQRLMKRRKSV
RGS4 act – RGS4 potentiation or activation; actives 0.92% (n = 310,000); HEK293 M3R/inducible RGS4, carbachol calcium flux Fluo4; stronger effect = lower value; B-score at 10 µM;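 active = B-score of the integrated calcium signal more than 4 SD below the library mean, with starting fluorescence not abnormally high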;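 note: negative B-score means reduced calcium response which marks RGS4 activation or potentiation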
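Detection: kinetic calcium fluorescence imaging with Fluo4-AM dye, 2 µM / Material: HEK293 cells with stable M3R and inducible RGS4 / Schedule: recording 10 s baseline at 1 Hz, 100 s post-agonist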
KCNQ1 inh – blocks the human KCNQ1 potassium channel. AID 2642. actives 1.3% (n = 310,000). P51787. B-score at 10 µM. CHO-K1 KCNQ1, FluxOR thallium flux fluorescence; stronger effect = higher value;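 active = compounds whose thallium flux B-score, printed positive for inhibition, exceeds three library SD while starting fluorescence stays within three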;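 note: channel opened by potassium depolarization with thallium stimulus after 20 min compound exposure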
ANO1 activ – activates or potentiates the mouse TMEM16A chloride channel | Q8BHY3 | HEK293 TMEM16A/YFP-H148Q/I152L, iodide quench fluorescence; stronger effect = lower value | B-score at 10 µM | actives 0.3% (n = 340,000) | AID 623877;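 active = fluorescence-ratio B-score plate-corrected deviation score at least 3 library SD below zero, with starting fluorescence score within 5 deviations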;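 note: channel opened by trigger with iodide after compound preincubation; score built on the fluorescence ratio of max minus min over baseline; more negative score means more quench and so TMEM16A activation or potentiation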
KCNK3 inh – human KCNK3 channel inhibition, primary screen; O14649; actives 0.84% (n = 340,000); CHO-KCNK3 thallium flux, FluxOR fluorescence; stronger effect = lower value; AID 602410; B-score at 10 µM;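 active = B-score under library mean minus 4 SD, starting fluorescence ratio at most library mean plus 5 SD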;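 note: more negative B-score means stronger inhibition of thallium flux through KCNK3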
Target sequence (O14649 whole entry, looked up): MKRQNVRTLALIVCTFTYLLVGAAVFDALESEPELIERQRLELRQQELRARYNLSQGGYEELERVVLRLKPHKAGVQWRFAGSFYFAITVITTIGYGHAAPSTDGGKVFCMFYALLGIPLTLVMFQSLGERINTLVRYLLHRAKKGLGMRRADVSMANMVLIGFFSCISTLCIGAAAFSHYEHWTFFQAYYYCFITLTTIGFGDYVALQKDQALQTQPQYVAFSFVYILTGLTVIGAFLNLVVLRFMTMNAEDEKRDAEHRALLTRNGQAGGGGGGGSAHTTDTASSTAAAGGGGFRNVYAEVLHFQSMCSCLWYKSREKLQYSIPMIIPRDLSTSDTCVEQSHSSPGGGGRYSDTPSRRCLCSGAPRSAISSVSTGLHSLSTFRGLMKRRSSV
Numbers without * were called inactive; i = inactive; nt = not tested or not shown.

SMILES | MrgX1 ag | hERG protect | KCNQ1 act | MrgX1 PAM | RGS4 block | TMEM16A inh | KCNK9 inh | RGS4 act | KCNQ1 inh | ANO1 activ | KCNK3 inh
COCCSc1ccccc1C(=O)NCCCn1ccnc1 | i | -13.4 | i | i | i | i | i | i | i | i | i
Fc1ccccc1N1CCN(C2CCCN(Cc3cccc(C(F)(F)F)c3)C2)CC1 (centres undefined) | i | -12.6 | i | i | i | i | i | i | i | i | i
O=C(CNS(=O)(=O)c1cccc(Cl)c1)OCc1csc(-c2ccccc2)n1 | i | -6.1 | i | i | i | i | i | i | i | i | i
O=C(NCc1cccnc1)NC1CCCN1S(=O)(=O)c1ccc(Cl)cc1 (centres undefined) | i | -3.2 | i | i | i | i | i | i | i | i | i
CCOC(=O)CN(C(=O)CSc1nnc(C)n1-c1ccccc1)c1cccc([N+](=O)[O-])c1 | i | -9.3 | i | i | i | i | i | i | i | i | i
COc1ccccc1/C=N/N1CCN(Cc2ccccc2Cl)CC1 | i | -10.7 | i | i | i | i | i | i | i | i | i
COc1ccc(OCC(O)CN(C)C(=O)C(C)Oc2ccccc2)cc1 (centres undefined) | i | -14.9 | i | i | i | i | i | i | i | i | i
O=C(NCC1CCCO1)C(c1cccs1)N(C(=O)Cn1nnc(-c2cccs2)n1)C1CCCC1 (centres undefined) | i | -12.0 | i | i | i | i | i | i | i | i | i
CN(C(=O)N1CCN(c2ccccn2)CC1)c1ccccc1 | i | 1.4 | i | i | i | i | i | i | i | i | i
CC(C)CCOc1cccc(OCC(=O)O)c1 | nt | -10.8 | i | nt | i | nt | i | i | i | i | i
Cc1ccc2oc(C(=O)N(C)Cc3cnccn3)c(C)c2c1 | i | -5.2 | i | i | i | i | i | i | i | i | i
COc1ccc(S(=O)(=O)NCCCN2CCCC2=O)c(OC)c1 | i | -8.8 | i | i | i | i | i | i | i | i | i
COc1cc([N+](=O)[O-])ccc1NC(=O)NCc1cccnc1 | i | -3.8 | i | i | i | i | i | i | i | i | i
Cc1ccc(C(=O)C2CCN(CC(=O)N3CCN(c4ccc(F)cc4)CC3)CC2)cc1 | i | -16.0 | i | i | i | i | i | i | i | i | i
COc1ccc(C)cc1-n1nnnc1SCC(=O)c1ccc2c(c1)OCCO2 | i | -9.9 | i | i | i | i | i | i | i | i | i
Cc1cccc(N(C(=O)c2snc(C(N)=O)c2N)C(C(=O)NC2CCCC2)c2ccncc2)c1 (centres undefined) | i | -7.1 | i | i | i | i | i | i | i | i | i
CCc1noc(C)c1C(=O)Nc1cc(S(=O)(=O)N2CCOCC2)ccc1N1CCN(CC)CC1 | i | -14.3 | i | i | i | i | i | i | i | i | i
CC1CC1C(=O)Nc1cc(C(F)(F)F)ccc1N1CCOCC1 (centres undefined) | i | -2.6 | i | i | i | i | i | i | i | i | i
CCOc1ccccc1NC(=O)Nc1ccc2c(c1)OCO2 | i | -2.3 | i | i | i | i | i | i | i | i | i
COc1ccccc1NC(=O)c1ccc(NS(=O)(=O)c2ccc(F)c(Cl)c2)cc1 | i | -9.2 | i | i | i | i | i | i | i | i | i
CN(C)Cc1ccccc1Sc1cccc2ccccc12 | i | -7.8 | i | i | i | i | i | i | i | i | i
O=C1CCCc2oc3ccc(O)cc3c21 | i | -0.8 | i | i | i | i | i | i | i | i | i
O=C(NN=C1CCCC1)C(=O)Nc1cccc(C(F)(F)F)c1 | i | nt | nt | i | nt | i | nt | nt | nt | i | i
Cc1ccc(C(=O)NC(=S)Nc2ccc3c(c2)OCCO3)c(C)c1 | i | -7.0 | i | i | i | i | i | i | i | i | i
COC(=O)c1ccc(Cn2nc(-c3ccc(C)cc3)ccc2=O)cc1 | i | -11.0 | i | i | i | i | i | i | i | i | i
Cc1ccccc1Oc1cc(NC(=O)CCCn2nc(C)c([N+](=O)[O-])c2C)cc([N+](=O)[O-])c1 | i | -7.2 | i | i | i | i | i | i | i | i | -9.28*
CCOc1cc(/C=N/NC(N)=O)cc(Br)c1OCc1ccccc1 | i | -7.7 | i | i | i | i | i | i | i | i | i
CCOc1ccccc1NC(=O)Cn1nnc(C(=O)NCc2ccc3c(c2)OCO3)c1N | i | -9.2 | i | i | i | i | i | i | i | i | i
CCc1c(C)sc2nc3c(C(=O)N4CCOCC4)cc(C(=O)c4cc(F)ccc4O)cn3c(=O)c12 | i | -6.5 | i | i | i | i | -12.6* | i | i | i | -8.84*
CCC(C)[C@H](NC(=O)Nc1ccc2c(c1)OCCO2)C(=O)OC (some centres undefined) | i | -10.8 | i | i | i | i | i | i | i | i | i
Cn1cc(CN(CCCN2CCOCC2)C(=S)Nc2cccc(Cl)c2)c2ccccc21 | i | -10.5 | i | i | i | i | i | i | i | i | i
O=C(CS(=O)(=O)c1cn(CC(=O)N2CCOCC2)c2ccccc12)Nc1ccccc1 | i | -10.4 | i | i | i | i | i | i | i | i | i
COc1ccc(-n2c(C)cc(C(=O)COC(=O)c3cc(OC)c(OC)cc3NC(=O)c3cccs3)c2C)cc1 | i | -6.9 | i | i | i | i | i | i | i | i | i
COCCNC(=O)C1(S(=O)(=O)c2ccccc2)CC=CC1 | i | -4.6 | i | i | i | i | i | i | i | i | i
CC(OC(=O)c1ccc(Cl)c(S(=O)(=O)N2CCOCC2)c1)C(=O)NC1CCCCC1C (centres undefined) | i | -4.3 | i | i | i | i | i | i | i | i | i
COc1ccc(CCC(=O)NC2CCCc3ccccc32)cc1OC (centres undefined) | i | -2.5 | i | i | i | i | i | i | i | i | i
OCCC1CN(Cc2ccc(Oc3ncccn3)cc2)CCN1C1CCCCC1 (centres undefined) | i | -9.9 | i | i | i | i | i | i | i | i | i
Cc1ccc(/C(O)=C2/C(=O)C(=O)N(CCCn3ccnc3)C2c2ccccn2)cc1 (centres undefined) | nt | -10.7 | i | nt | i | nt | i | i | i | nt | nt
Cc1cc(C)nc(N2CCCC(C(=O)Nc3ccc4c(c3)OCCO4)C2)n1 (centres undefined) | i | -5.8 | i | i | i | i | i | i | i | i | i
C/C=C/Cn1c(Br)nc2c1c(=O)[nH]c(=O)n2C | i | -6.5 | i | i | i | i | i | i | i | i | i
COc1cc(NC(=O)c2sc(C)nc2C)c(OC)cc1NC(=O)c1ccccc1 | i | -5.6 | i | i | i | i | i | i | i | i | i
CCc1cccc2c(=O)c(C(=O)N3CCCCCC3)c[nH]c12 | i | -7.5 | i | i | i | i | i | i | i | i | i
Nc1nc(Sc2c([N+](=O)[O-])cc(C(F)(F)F)cc2[N+](=O)[O-])n[nH]1 | i | -5.5 | i | i | i | i | i | i | i | i | i
COc1ccc(CNC(=O)C2CC(=O)N(C3CCCCC3)C2)cc1 (centres undefined) | i | -10.2 | i | i | i | i | i | i | i | i | i
Cc1cc(C)c(S(C)(=O)=O)c(Oc2ccc(C(C)(C)C)cc2)n1 | i | -12.6 | i | i | i | i | i | i | i | i | i
COC(=O)c1oc2nc(C)cc(C)c2c1N | i | -4.2 | i | i | i | i | i | i | i | i | i
NC(=O)NC(c1ccccc1)c1ccccc1F (centres undefined) | i | -9.9 | i | i | i | i | i | i | i | i | i
O=c1nc2ccccn2c2ccc(S(=O)(=O)N3CCCCC3)cc12 | i | -11.8 | i | i | i | i | i | i | i | i | i
Cc1cc(C)cc(NC(=S)Nc2cccc3ccccc23)c1 | i | -2.8 | i | i | i | i | i | i | i | i | i
Cc1ccccc1NS(=O)(=O)c1ccc(C(=O)NCC2CCCO2)cc1 (centres undefined) | i | -7.7 | i | i | i | i | i | i | i | i | i
Cc1[nH][nH]c(=O)c1C=NCc1cccc(C(F)(F)F)c1 | i | -6.0 | i | i | i | i | i | i | i | i | i
Cc1nnc(N(Cc2ccco2)C(=O)c2cccc(C#N)c2)s1 | i | -1.9 | i | i | i | i | i | i | i | i | i
COc1ccc(/C=N/Nc2ncnc(Cl)c2N)cc1OC | i | -11.4 | i | i | i | i | i | i | i | i | i
COc1ccc(-n2nc(C(=O)NCC(=O)N3CCCC(C)C3)c3ccccc3c2=O)cc1 (centres undefined) | i | -4.6 | i | i | i | i | i | i | i | i | i
CC(C)NC(=O)Cn1c(SCC(=O)N2CCCc3ccccc32)nc2ccccc21 | i | -11.2 | i | i | i | i | i | i | i | i | i
Cc1cc2occ(CC(=O)N(C)CC(=O)Nc3ccc(F)cc3)c2cc1C | i | -15.1 | i | i | i | i | i | i | i | i | i
COc1ccc(Br)cc1C(=O)Nc1ccc(O)cc1 | i | -6.3 | i | i | i | i | i | i | i | i | i
CCOc1ccc(N(Cc2ccccc2F)C2=NC3CS(=O)(=O)CC3S2)cc1 (centres undefined) | i | -8.3 | i | i | i | i | i | i | i | i | i
Cc1cccc(CCN2C(Nc3ccccc3)=NC[C@@H]2C)c1 | i | nt | nt | i | nt | i | nt | nt | nt | i | i
CCc1ccccc1NC(=O)CC1CS(=O)(=O)CC1CC(=O)Nc1ccccc1CC (centres undefined) | i | 2.9 | i | i | i | i | i | i | i | i | i
The results go on.
SMILES | MrgX1 ag | hERG protect | KCNQ1 act | MrgX1 PAM | RGS4 block | TMEM16A inh | KCNK9 inh | RGS4 act | KCNQ1 inh | ANO1 activ | KCNK3 inh
COC(=O)c1ccc(OCc2nc(N)nc(N3CCOCC3)n2)cc1 | i | -0.8 | i | i | i | i | i | i | i | i | i
CC(C)Cn1c(N)c(C(=O)COC(=O)CCc2nc3ccccc3s2)c(=O)n(C)c1=O | i | -20.1 | i | i | i | 100* | i | i | 8* | i | i
O=C(c1cccc(Cl)c1)N1CCC(N2CCC(C(=O)N3CCCC3)CC2)CC1 | i | -9.4 | i | i | i | i | i | i | i | i | i
Cc1c(N=Nc2ccc(O)cc2)c(=O)n(-c2ccccc2)n1C | i | -11.8 | i | i | i | i | i | i | i | i | i
O=C(COC(=O)/C=C/c1ccc(C(F)(F)F)cc1)NC1CC1 | i | -7.9 | i | i | i | i | i | i | i | i | i
